CatS inh: human cathepsin S inhibition; P25774; recombinant cathepsin S, AMC dipeptide fluorescence, pooled mixtures; inhibition, %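 (tested at 5 µM per compound within 10-compound mixtures)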; hit rate 0.06% among 62,000; AID 501; in the data active = inhibition above about 32%, passing the limit was not always enough; inconclusive = no clear call, values can overlap the other calls;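 note: 0% = enzyme without compound and 100% = blank without enzyme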
C1s block: blocks human complement C1s protease activity. P09871. purified C1s, fluorogenic AMC substrate, pooled mixtures. mean inhibition % of two 10-compound mixtures (active compounds read high), % at 5 µM (by protocol). hit rate 0.16% among 62,000. AID 538;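 active = inhibition above 20% in each of the two 10-compound mixture wells holding the compound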;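 note: 0% = enzyme wells lacking compound mixture and 100% = no-enzyme blank wells; some compounds called inactive have numbers as strong as hits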
PKA kinase inh: blocks human protein kinase A activity | P17612 | PKA Kemptide phosphorylation, Kinase-Glo ATP luminescence | inhibition, % at 6 µM | hit rate 0.1% among 65,000 | AID 524;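 active = inhibition above the screen-wide mean inhibition plus 3 SD, cut at about 21% in these data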; note: many of its hits are not listed in these tables
CatL block: inhibitors of human cathepsin L | P07711 | purified cathepsin L, fluorogenic substrate, fluorescence | inhibition, %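 (tested at 10 µM)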 | hit rate 0.17% among 58,000; in the data active = inhibition above about 45%;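 note: 0% = enzyme with no compound and 100% = no enzyme blank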
HER2 expr 66K: lowers expression of human Her2 kinase; AID 645; SKBR-3 HER2 protein level, AlphaScreen, 18-24 h; active compounds read low; P04626; HER2 level % of control, % at 10 µM; hit rate 0.69% among 65,000;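 active = HER2 level under 5% of the carrier-only control; inconclusive = no clear call, values can overlap the other calls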;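 note: 100% = DMSO carrier and 0% = 500 nM PU-H71 HSP90 inhibitor; lower value means stronger loss of Her2 protein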
Target sequence (P04626 whole entry, looked up): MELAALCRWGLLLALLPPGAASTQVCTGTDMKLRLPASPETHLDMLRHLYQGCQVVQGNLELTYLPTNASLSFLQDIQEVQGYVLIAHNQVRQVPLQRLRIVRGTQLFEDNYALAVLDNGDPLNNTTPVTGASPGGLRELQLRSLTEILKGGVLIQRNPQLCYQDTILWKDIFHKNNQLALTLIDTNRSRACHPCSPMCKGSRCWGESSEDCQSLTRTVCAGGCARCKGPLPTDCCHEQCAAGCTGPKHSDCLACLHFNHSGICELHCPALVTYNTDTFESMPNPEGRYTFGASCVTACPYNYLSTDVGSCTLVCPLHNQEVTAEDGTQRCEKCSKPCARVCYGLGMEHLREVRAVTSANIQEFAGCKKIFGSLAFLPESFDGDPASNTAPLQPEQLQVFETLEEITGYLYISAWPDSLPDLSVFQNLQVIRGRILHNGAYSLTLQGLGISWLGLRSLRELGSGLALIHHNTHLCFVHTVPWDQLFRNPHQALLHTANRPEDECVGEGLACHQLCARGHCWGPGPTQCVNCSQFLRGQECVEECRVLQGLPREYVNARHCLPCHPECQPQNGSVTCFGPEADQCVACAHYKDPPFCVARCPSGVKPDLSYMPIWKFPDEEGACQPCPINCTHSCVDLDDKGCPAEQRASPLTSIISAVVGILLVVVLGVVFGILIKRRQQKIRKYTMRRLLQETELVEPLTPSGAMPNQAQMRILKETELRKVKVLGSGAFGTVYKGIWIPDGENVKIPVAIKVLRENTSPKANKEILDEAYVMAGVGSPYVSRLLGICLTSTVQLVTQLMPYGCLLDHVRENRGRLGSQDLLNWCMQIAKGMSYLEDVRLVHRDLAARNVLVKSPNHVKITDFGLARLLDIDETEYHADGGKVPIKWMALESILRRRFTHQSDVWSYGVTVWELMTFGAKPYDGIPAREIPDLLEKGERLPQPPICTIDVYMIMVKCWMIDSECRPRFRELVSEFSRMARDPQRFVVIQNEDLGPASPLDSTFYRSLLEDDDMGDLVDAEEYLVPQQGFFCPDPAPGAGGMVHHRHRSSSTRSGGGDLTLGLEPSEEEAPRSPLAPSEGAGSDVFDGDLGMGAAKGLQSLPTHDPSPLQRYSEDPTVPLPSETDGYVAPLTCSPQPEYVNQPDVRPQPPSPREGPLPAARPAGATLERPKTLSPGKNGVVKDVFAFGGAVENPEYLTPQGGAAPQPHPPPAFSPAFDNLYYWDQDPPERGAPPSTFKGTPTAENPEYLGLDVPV
CatG inh: blocks human cathepsin G enzyme activity. purified enzyme, AMC-tetrapeptide fluorescence, pooled mixtures. hit rate 0.2% among 62,000. P08311. inhibition, % at 5 µM (by protocol);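 active = inhibition above 20% in each of the two mixture wells holding the compound; inactive = inhibition of 20% or less in either well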;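 note: 0% = enzyme control without mixture and 100% = blank lacking enzyme; strong numbers were not always called active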
CatB inh: human cathepsin B inhibition | purified cathepsin B, fluorogenic substrate, fluorescence | inhibition, %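 (tested at 10 µM)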 | hit rate 0.1% among 63,000 | P07858; in the data active = inhibition above about 21%;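 note: 0% = enzyme with no compound and 100% = no enzyme blank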
ROCK2 blocker: inhibitors of human Rho kinase 2; inhibition, % at 6 µM; purified ROCK2, Kinase-Glo ATP depletion luminescence; hit rate 0.35% among 60,000;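 active = inhibition above the screen-wide mean inhibition plus 3 SD, cut at about 18% in these data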;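 note: plate controls were DMSO wells for no effect and Y-27632 control wells after no-enzyme background subtraction for full effect; many of its hits are not listed in these tables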
CatB mix inh: inhibitors of human cathepsin B in compound mixtures. Purified cathepsin B, AMC dipeptide fluorescence. inhibition, %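 (ten-compound pools at 5 µM per compound and 50 µM total)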. hit rate 0.06% among 62,000; in the data active = inhibition above about 22%, passing the limit was not always enough; inconclusive = no clear call, values can overlap the other calls;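 note: 0% = enzyme without compound and 100% = no enzyme blank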
* hit, by the source's call; ? = inconclusive; nt = not tested or not shown. An excerpt, so the mix of outcomes need not match the whole.

SMILES | CatS inh | C1s block | PKA kinase inh | CatL block | HER2 expr 66K | CatG inh | CatB inh | ROCK2 blocker | CatB mix inh
CC(C)=C(NC(=O)c1ccccc1)C(=O)NCCCC(=O)O | -4 | -3 | 11 | 11 | 108 | 11 | -1 | 7 | -3
CC(C)CC(c1nnnn1C(C)(C)C)N1CCN(C2CCCC2)CC1 (stereo not given) | 10 | 11 | 0 | 15 | 108 | 10 | 3 | 7 | 2
CCN1CCN(CCCNC(=O)C(NC(=O)C2CCC(C)CC2)C(C)C)CC1 (stereo not given) | -10 | -65 | 15 | -5 | 111 | -8 | -2 | 3 | -4
CC(=O)N[C@@H](CS)C(=O)O | 9 | 13 | 0 | 0 | 103 | 12 | -1 | 6 | -2
NC(=O)C1CCCN(Cc2ccc(Cl)cc2)C1 (stereo not given) | 2 | -22 | 5 | -11 | 110 | -5 | -5 | 0 | 21
CCc1nc2ccccc2n(CC)c1=O | 5 | -23 | 6 | 7 | 79 | 0 | 3 | 6 | -5
CC(=O)c1cccc(N=C2C(=O)Nc3ccccc32)c1 | -1 | 16 | 8 | 8 | 62 | 11 | 4 | 4 | 1
COc1ccccc1NC(=O)c1ccc(S(=O)(=O)N2CCOCC2)cc1 | -5 | 6 | 11 | 9 | 92 | 7 | 2 | 6 | 2
Cn1nnc(NC(=O)CSc2nnnn2-c2ccc(F)cc2)n1 | -2 | 13 | 2 | -1 | 94 | 9 | 1 | 4 | 3
Cc1cc(C)nc(NC2=NCC(=O)N2CCc2c[nH]c3ccccc23)n1 | -3 | -100 | 6 | 19 | 75 | 1 | -2 | 9 | -5
COCC(=O)Nc1nc2n(n1)C(c1ccccc1)CC(c1ccc(OC)cc1)N2 (stereo not given) | 9 | -40 | -4 | 14 | 117 | -1 | 1 | -1 | -4
O=c1[nH]c(SCCOc2ccccc2)nc2ccccc12 | -2 | -31 | 4 | nt | 95 | -1 | 0 | 6 | 3
COC(=O)c1nn2c(C(F)(F)F)cc(-c3ccc(Br)o3)nc2c1Br | nt | nt | 3 | 24 | 110 | nt | 2 | -1 | nt
Cc1cc(Nc2cccc(F)c2)n2ncnc2n1 | 2 | 22 | 8 | nt | 85 | 11 | 0 | 2 | 4
COc1ccc(Cn2c(CCCO)nc3ccccc32)cc1OC | -17 | -8 | 4 | 11 | 80 | 9 | 2 | 2 | 2
COc1ccccc1C(=O)Nc1nc2ccc(S(C)(=O)=O)cc2s1 | 8 | 2 | 0 | 2 | 75 | 7 | -2 | 3 | 0
COC(=O)c1cc(=O)[nH]c(SCc2cccc(C)c2)n1 | -11 | -87 | 6 | -1 | 68 | -8 | -1 | 0 | -1
O=C(CSc1nc(O)c(Cc2ccccc2F)c(=O)[nH]1)N1CCCCCC1 | -3 | 10 | 0 | -2 | 92 | 8 | -1 | -5 | 6
Cc1ccc(C2C(C(=O)c3sc(C)nc3C)=C(O)C(=O)N2CCN2CCOCC2)o1 (stereo not given) | 14 | 2 | 7 | -10 | 286 | 7 | 16 | 2 | 4
CCOC(=O)c1cnn(CCOC(=O)c2cccs2)c1NC(=O)c1cccs1 | -6 | -37 | -2 | -5 | 94 | -1 | -7 | -1 | 6
CC1CC(C)CN(CC(=O)N2CCc3[nH]c4ccccc4c3C2)C1 (stereo not given) | -2 | -24 | -3 | -5 | 117 | 1 | -2 | 0 | -3
CCOc1ccc(C2CC(c3ccccc3C)n3nc(N)nc3N2)cc1 (stereo not given) | -5 | -1 | 6 | -10 | 97 | 35 | 3 | 5 | -1
CCC(=O)NCCCCNC(=O)CC | 6 | 7 | 5 | 0 | 70 | 7 | -5 | 2 | 3
CCOC(=O)CN1CC23C=CC(O2)C(C(=O)Nc2ccc(OCC)cc2)C3C1=O (stereo not given) | -1 | 3 | 4 | 18 | 96 | 2 | -3 | -1 | 5
O=S(=O)(Nc1ccccc1Cl)c1ccc(F)cc1 | -2 | -2 | 4 | 5 | 100 | -1 | -6 | 3 | 3
Additional entries:
SMILES | CatS inh | C1s block | PKA kinase inh | CatL block | HER2 expr 66K | CatG inh | CatB inh | ROCK2 blocker | CatB mix inh
CCn1c(=S)sc2nc(C)sc21 | -11 | -3 | 10 | 2 | 120 | 3 | -2 | 6 | -3
Cc1cc(C)c(-c2cc(NC(=O)CSc3nncn3C)n(-c3ccccc3)n2)cc1C | 13 | 15 | -5 | 6 | 72 | 9 | 6 | -3 | 6
CCC(=O)Nc1sc2c(c1C(N)=O)CCC2 | -14 | 1 | -10 | nt | 92 | -4 | -3 | nt | -2
CCCCc1cc(=O)oc2cc(OCC(=O)N(CC)CC)c(Cl)cc12 | -5 | 14 | 2 | -19 | 97 | 11 | 2 | -1 | 8
CS(=O)(=O)c1ccc(Cl)c(NC(=O)COC(=O)CNC(=O)c2ccc(Br)o2)c1 | -1 | 7 | 1 | -6 | -22* | 5 | 2 | -3 | -1
COc1ccc(C2C(C(=O)Nc3cccnc3)=C(C)Nc3nc(-c4cccs4)nn32)cc1OC (stereo not given) | -6 | 3 | 8 | -11 | 89 | 8 | -1 | 1 | -6
Cc1cc(C(=O)CSc2nnnn2-c2ccc(O)cc2)c(C)n1Cc1ccc2c(c1)OCO2 | 13 | 12 | 8 | 13 | 180 | 11 | 4 | 10 | -1
COc1ccccc1CN(CC(=O)NCc1ccco1)C(=O)CNS(=O)(=O)c1ccccc1 | -44 | -216 | 4 | 2 | 96 | -22 | 5 | 3 | -15
CC1NC2(C(=O)N(Cc3ccccc3)c3ccccc32)C2C(=O)N(c3ccccc3)C(=O)C12 (stereo not given) | -36 | -174 | -6 | -1 | 91 | -23 | 3 | -2 | -15
C=C(C)CSC1=C(C#N)C(c2ccccc2)CC(=O)N1 (stereo not given) | 7 | 11 | 6 | 8 | 84 | 9 | 4 | 2 | -2
Cc1nnc(SCc2ccccc2F)n1NCc1cccs1 | -5 | -152 | -4 | -2 | 106 | -18 | -1 | -1 | 0
COc1ccc(C(=O)O)cc1S(=O)(=O)Nc1cccc(C(F)(F)F)c1 | -5 | -1 | 4 | nt | 114 | 11 | 3 | 5 | 3
Cc1cc(OCC(=O)c2ccc(F)cc2)ccc1N1C(=O)CCC1=O | -8 | -43 | 10 | 0 | 89 | -7 | 2 | 7 | -3
COc1ccc(CC(=O)Nc2ccc(-c3nc4cc(C)ccc4o3)c(O)c2)cc1OC | 4 | -66 | -5 | -434 | 77 | -1 | -14 | -3 | -7
Nc1ncnc2nc(Sc3ccc(Cl)cc3)[nH]c12 | 11 | -1 | 15 | 3 | 91 | 4 | 1 | 9 | -3
Cc1cc(C)n(C(=O)CNC(=O)c2cccs2)n1 | nt | nt | 4 | 5 | 186 | nt | 0 | 9 | nt
O=C(CSc1nnc2scc(-c3ccccc3)n12)N1CCN(Cc2ccccc2)CC1 | -11 | -12 | 10 | 4 | 104 | -4 | 3 | 4 | -2
O=C(c1cc2ccccc2o1)c1nc2c(n1O)CCCCC2 | -4 | -30 | 0 | 0 | 87 | -7 | 6 | 1 | 4
COc1cc(CN2CCSCC2)cc(OC)c1OC | ? | -15 | 6 | 0 | 98 | -8 | 6 | 4 | 5
O=c1c2ccccc2nc(-c2cccc(Cl)c2)n1O | -1 | -2 | 15 | 3 | 81 | 4 | -3 | 5 | -2
CC(C)(C)C1CCc2onc(C(=O)Nc3ccc(F)cc3F)c2C1 (stereo not given) | 21 | -27 | 2 | 20 | 103 | -1 | -1 | 2 | 9
COC(=O)c1cc(OC)c(OC)cc1NC(=O)Nc1ccccc1OC | 2 | -34 | 8 | 28 | 109 | 5 | 6 | 8 | 3
O=C(NCc1cccnc1)c1ccc(COc2ccc3c(c2)CCC3)o1 | 9 | -2 | 3 | 5 | 74 | -1 | 0 | 4 | 0
CCOC(=O)CCCCC(=O)NC(CO)C(=O)NC (stereo not given) | -6 | 36 | 4 | -2 | 80 | 8 | -2 | 8 | 1
Cc1ccc2cc(C#N)c(SCC(=O)NCC3CCCO3)nc2c1 (stereo not given) | 15 | -1 | -2 | 5 | 104 | 9 | 6 | 3 | 5
Continued:
SMILES | CatS inh | C1s block | PKA kinase inh | CatL block | HER2 expr 66K | CatG inh | CatB inh | ROCK2 blocker | CatB mix inh
CCOC(=O)NC(Nc1ncccn1)(C(F)(F)F)C(F)(F)F | -1 | -25 | 7 | -1 | 97 | -15 | 3 | 4 | -4
COc1ccccc1N1CCN(S(=O)(=O)CC23CCC(CC2=O)C3(C)C)CC1 (stereo not given) | 3 | -20 | -3 | 0 | 94 | 0 | 0 | -4 | -9
CCN(CC(=O)NC1CCS(=O)(=O)C1)c1nc(-c2ccccc2)nc2ccccc12 (stereo not given) | -1 | -12 | 3 | 2 | 75 | -9 | 1 | 2 | 3
Cc1cc(C)n(-c2nc3c(c(=O)n(Cc4ccc(Cl)c(Cl)c4)c(=O)n3C)n2C)n1 | -4 | 1 | 9 | -1 | 113 | 3 | 2 | 2 | 0
Cc1ccc(C(=O)C2=C(O)C(=O)N(CCN3CCOCC3)C2c2ccccn2)o1 (stereo not given) | nt | nt | 4 | 9 | 86 | nt | 0 | -3 | nt
O=C(CN1C(=O)c2ccccc2S1(=O)=O)NCc1ccccc1Cl | 16 | 11 | 9 | 15 | 101 | 14 | 7 | 6 | 8
Cc1ccc(OCCCN(C)C)c(Br)c1 | 9 | 8 | -3 | 24 | 99 | 7 | -2 | 1 | 5
CCOC(=O)c1ccc(NC(=O)CSc2nc3c(c(=O)n2C)SC(C)C3)cc1 (stereo not given) | -3 | -12 | 2 | 1 | 80 | 1 | 2 | -2 | -2
COC(=O)c1cccc(NC(=O)CN2CCN(c3ccc(OC)cc3)CC2)c1 | 5 | 15 | 0 | 10 | 93 | 13 | 1 | -1 | 4
CCOc1ccccc1CNC(=O)c1cc2occc2n1C | 4 | 0 | -4 | 9 | 66 | 10 | 7 | 0 | 5
OC1(CN2CCOCC2)C2CN3CCN(C2)CC1(c1ccccc1)C3 (stereo not given) | -8 | 1 | 10 | nt | 79 | -2 | 0 | 8 | -1
Cc1ccc(-c2ccc(=O)n(CC(=O)NCCN(C)C)n2)cc1 | -3 | 1 | 5 | 8 | 82 | 7 | 3 | 3 | 3
NC(=O)c1cc(S(=O)(=O)Nc2cccc(F)c2)co1 | -2 | -3 | -3 | nt | 106 | -2 | -2 | 1 | -3
COCCn1c(CN2CCN(c3ccc(OC)cc3)CC2)nc2c1c(=O)n(C)c(=O)n2C | -1 | 4 | 1 | nt | 97 | 9 | 4 | 0 | -1
Cc1ccc(-c2cc(C(F)(F)F)n3ncc(C(=O)N4CCN(C)CC4)c3n2)cc1 | -3 | -5 | 6 | -7 | 93 | 7 | 0 | 7 | 2
Cc1cccc(Cc2c(C)nc3c(C(=O)NCc4ccco4)cnn3c2C)c1 | -5 | -25 | 10 | -14 | 101 | 6 | 1 | 2 | 0
CCN1c2ccccc2NC2C1C(C(C)=O)C(=O)N2c1ccc(Cl)cc1 (stereo not given) | -6 | -2 | -7 | -7 | 59 | -4 | 0 | -1 | -2
CCCC(C(=O)NC1CCCCC1)N(CC1CCCO1)C(=O)CNS(=O)(=O)c1ccc(F)cc1 (stereo not given) | -2 | 17 | -2 | 12 | 73 | 11 | 0 | -1 | 0
COC(=O)c1ccc2c(=O)n(CCN3CCOCC3)c(SCC(=O)c3ccccc3)nc2c1 | -3 | -38 | 9 | -4 | 69 | 3 | 1 | 2 | -1
Cc1cnn(-c2ccc3nnc(-c4ccc(Br)cc4)n3n2)c1 | 5 | -13 | -4 | nt | 89 | 1 | 0 | -1 | 1

Printed as active in HER2 expr 66K (from the list above):
SMILES | CatS inh | C1s block | PKA kinase inh | CatL block | HER2 expr 66K | CatG inh | CatB inh | ROCK2 blocker | CatB mix inh
CS(=O)(=O)c1ccc(Cl)c(NC(=O)COC(=O)CNC(=O)c2ccc(Br)o2)c1 | -1 | 7 | 1 | -6 | -22* | 5 | 2 | -3 | -1
